High-throughput results deposited in PubChem BioAssay by several laboratories.
Rpn11 inh – Rpn11 (human) deubiquitinase inhibition. O00487. human 26S proteasome, Ub4-pepOG fluorescence polarization; 20S core pre-blocked with epoxomicin. calls only at 20 µM. 0.59% of 360,000 active;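 active = inhibition at 20 µM, scaled to each plate's controls, above about 33%, limit read from the data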
Target sequence (O00487 whole entry, looked up): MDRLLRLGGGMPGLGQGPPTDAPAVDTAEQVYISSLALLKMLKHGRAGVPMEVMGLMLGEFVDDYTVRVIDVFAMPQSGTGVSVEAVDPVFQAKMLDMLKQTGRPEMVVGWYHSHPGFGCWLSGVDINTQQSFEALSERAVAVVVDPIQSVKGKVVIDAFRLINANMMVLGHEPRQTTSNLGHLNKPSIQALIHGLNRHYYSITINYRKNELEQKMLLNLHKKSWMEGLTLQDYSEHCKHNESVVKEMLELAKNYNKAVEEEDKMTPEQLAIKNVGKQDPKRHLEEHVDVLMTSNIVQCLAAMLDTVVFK
MT1-MMP act inh – blocks activation of human MT1-MMP | P50281 | HT1080 RFP-PRO-GFP cells, GFP/RFP ratio fluorescence, overnight; percent of plate control window, DMSO zero | GFP/RFP ratio change, % at 20 µM | 0.061% of 360,000 active | AID 651647;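 active = GFP/RFP ratio change of at least 30% with cell ATP level not reduced by more than half and red fluorescence within 50% of control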; note: strong numbers were not always called active
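Material: RFP-PRO-GFP reporter HT1080 cells. Dosing: single-point 20 µM compound, 1% DMSO. Controls: DMSO and RFP-L50D-GFP cell wells. Timing: cells overnight before dosing, compound overnight, 37 °C, 5% CO2. Measure: GFP/RFP fluorescence ratio.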
Rin1-Abl PPI inh – human Rin1-Abl interaction inhibition. TR-FRET Rin1/Abl binding, biochemical. inhibition, % at 7.35 µM. 0.4% of 360,000 active. AID 588664; in the data active = inhibition above about 5%, passing the limit was not always enough
MsrA inhibitor – inhibitors of bovine MsrA | inhibition, % at 15.5 µM | purified bovine MsrA, absorbance read-out | AID 651718 | 0.75% of 360,000 active; in the data active = inhibition above about 4.5%;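 note: 0% = vehicle wells with enzyme and 100% = reference inhibitor wells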
bovine MsrA act – activates bovine MsrA enzyme; 0.3% of 360,000 active; purified bovine MsrA, absorbance read-out; activation, % at 10.6 µM; AID 602163; in the data active = activation above about 7.5%;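 note: 0% = vehicle and 100% = reference activator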
MLLE-PAM2 inh – inhibitors of microRNA-mediated deadenylation, human PABP1 MLLE binding. 0.36% of 360,000 active. GST-MLLE / FITC-PAM2 fluorescence polarization. inhibition, % at 20 µM. P11940; in the data active = inhibition above about 35%, passing the limit was not always enough;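 note: plate controls were DMSO wells with GST-MLLE for no effect and wells lacking GST-MLLE protein for full effect; some results filed as inactive read as strong as hits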
Target sequence (P11940 whole entry, looked up): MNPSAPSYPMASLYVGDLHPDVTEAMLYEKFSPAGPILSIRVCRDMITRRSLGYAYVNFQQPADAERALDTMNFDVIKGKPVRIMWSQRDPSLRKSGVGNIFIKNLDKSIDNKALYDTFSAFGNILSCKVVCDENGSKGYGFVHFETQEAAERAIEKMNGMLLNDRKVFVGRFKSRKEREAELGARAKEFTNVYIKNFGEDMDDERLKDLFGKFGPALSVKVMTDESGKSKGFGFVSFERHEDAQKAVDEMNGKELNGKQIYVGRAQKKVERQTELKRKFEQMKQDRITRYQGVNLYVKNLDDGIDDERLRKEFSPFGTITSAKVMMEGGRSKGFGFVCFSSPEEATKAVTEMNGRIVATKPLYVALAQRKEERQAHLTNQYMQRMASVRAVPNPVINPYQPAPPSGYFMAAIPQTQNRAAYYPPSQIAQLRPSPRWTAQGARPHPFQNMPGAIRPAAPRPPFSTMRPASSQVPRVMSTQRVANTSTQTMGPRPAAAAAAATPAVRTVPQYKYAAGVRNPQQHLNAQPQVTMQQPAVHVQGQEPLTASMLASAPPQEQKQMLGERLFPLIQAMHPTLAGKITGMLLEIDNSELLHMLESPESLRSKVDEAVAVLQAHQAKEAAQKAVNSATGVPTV
FAS TE block – blocks the thioesterase domain of human fatty acid synthase | recombinant FAS-TE, OMFH fluorogenic substrate, fluorescence endpoint | inhibition, % at 15 µM | 0.67% of 360,000 active | P49327;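 active = compounds whose normalised, plate-corrected inhibition of enzyme fluorescence in the single-dose primary screen is 50% or more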;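 note: 0% = DMSO with enzyme and 100% = substrate without enzyme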
eLon inh – E. coli protease La inhibition; P0A9M0; purified E. coli Lon protease, fluorescence polarization; inhibition, % at 7.94 µM; 0.42% of 360,000 active; AID 602123; in the data active = inhibition above about 13%, passing the limit was not always enough;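 note: 0% = enzyme with probe and DMSO and 100% = no enzyme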
CSN inh – inhibitors of human CSN-mediated cullin deneddylation. Purified CSN, SCF-Nedd8-OG deneddylation, fluorescence polarization. inhibition, % at 12.5 µM. 0.38% of 360,000 active. AID 651999;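 active = pattern-corrected inhibition above about 35%, with an unprinted fluorescence ratio check between 0.5 and 1.5, limit read from the data, passing the limit was not always enough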;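 note: 0% = enzyme with substrate and 100% = substrate without enzyme; some results filed as inactive read as strong as hits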
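assay system = purified human Csn5 enzyme expressed in HEK293T cells | amount = 0.24 nM enzyme | buffer or medium = Tris/NaCl/DTT buffer, pH 7.5 | reagent = 10 nM SCFSkp2-Nedd8OG | compound = one concentration, 12.5 µM, 0.25% DMSO | times = 90 min reaction at room temperature | signal = FP | read-out basis = % inhibition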
An asterisk follows results filed as active; i = inactive; · = not tested or not shown; & = joins results of further samples.

#1 CC(O)CN(Cc1ccc(Cl)cc1)CC(C)O (stereo not given)
#2 Cc1cccc(NC(=O)CN2C(=O)N/C(=C/c3cc(C)n(-c4cccnc4)c3C)C2=O)c1
#3 CCn1nc(C(=O)N2CCc3ccccc32)c2ccccc2c1=O
#4 CSCCC(NC(=O)c1cccc(S(=O)(=O)N2CCOCC2)c1)c1nc2ccccc2[nH]1 (stereo not given)
#5 CCCn1c(-c2ccc[nH]c2=O)nc2cc(C)c(C)cc21
#6 COc1ccc(C(CNC(=O)c2cccc(S(=O)(=O)Nc3ccc(F)cc3)c2)N2CCOCC2)cc1 (stereo not given)
Compound,1,2,3,4,5,6
Rpn11 inh,i,i,i,i,i,i
MT1-MMP act inh,-1,1,0,2,4,-5
Rin1-Abl PPI inh,0,-3,-2,4,-2,2
MsrA inhibitor,0.2,1.5,0.5,1.0,2.8,-0.8
bovine MsrA act,-2,-6,-2,-3,-4,-3
MLLE-PAM2 inh,7,-24,-12,-17,5,-6
FAS TE block,-6,-17,-5,-5,-6,5
eLon inh,6,-2,-12,-4,-4,-16
CSN inh,4,1,-3,6,-7,4

#7 COc1ccccc1CN1C(=O)[C@@H]2Cc3c([nH]c4ccccc34)C(C)(C)N2C1=O
#8 Cc1cccc(NC(=O)CCN2CCN(C)CC2)c1
#9 COC(=O)c1cc(NC(=O)CC2C(=O)NCCN2C(=O)c2ccc(F)cc2)cc(C(=O)OC)c1 (stereo not given)
#10 Cc1oc(S(=O)(=O)N2CCOCC2)cc1C(=O)Nc1ccc(F)cc1
#11 CCOc1ccc(CCNC(=O)Cn2nc(C)n3cccc3c2=O)cc1OCC
#12 Cc1cc(C)n(C(=O)C2CCCN2S(=O)(=O)c2ccc(Cl)cc2)n1 (stereo not given)
Compound,7,8,9,10,11,12
Rpn11 inh,i,i,i,i,i,i
MT1-MMP act inh,4,0,1,0,-2,-9
Rin1-Abl PPI inh,1,-2,0,-4,2,1
MsrA inhibitor,0.0,-1.6,0.3,-0.7,·,-0.2
bovine MsrA act,-1,-1,-4,-2,0,-5
MLLE-PAM2 inh,-4,10,-12,11,2,-3
FAS TE block,19,-3,-6,1,-4,-8
eLon inh,5,-9,-5,4,-1,-9
CSN inh,-5,2,0,2,0,0

#13 CC1(C(=O)Nc2ccc3c(c2)OCCO3)CCN1Cc1ccccc1OC(F)F (stereo not given)
#14 COc1cc2oc(=O)cc(CN3CCN(c4ccccc4F)CC3)c2cc1Cl
#15 Cc1ccc(CNC(=O)c2ccc(N3CCC4(CC3)CC(c3cccc(Br)c3)=NO4)c(NC(=O)c3ccccc3)c2)cc1
#16 CCOC(=O)N1CCN(C(=O)CCCn2c(=S)[nH]c3ccccc3c2=O)CC1
#17 CC(C)CC(=O)C(=O)O
#18 O=C(CN1C(=O)C2CCCCC2C1=O)Nc1cc(C(F)(F)F)ccc1N1CCCC1 (stereo not given)
Compound,13,14,15,16,17,18
Rpn11 inh,i,i,i,i,i,i
MT1-MMP act inh,0,0,-7,-1,-1&4,-6
Rin1-Abl PPI inh,-1,1,0,7,1&-4,1
MsrA inhibitor,-1.2,-0.8,0.0,0.3,-0.8&-0.8,-0.1
bovine MsrA act,-2,-7,3,-2,-1&-5,-1
MLLE-PAM2 inh,10,-88,-4,-46,17&3,12
FAS TE block,3,1,21,2,-2&-3,9
eLon inh,-8,-8,-17,-5,5&-8,9
CSN inh,-4,3,115,3,0&-4,-4

#19 Cc1ccccc1-c1c(C)oc2cc(O)ccc2c1=O
#20 Cc1cccc(C)c1NC(=S)N/N=C/c1ccc(C(=O)O)cc1
#21 CCOP(=O)(OCC)C(C)(C)NC(=O)Nc1ccc(Cl)c(Cl)c1
#22 CC(=O)c1cccc(-c2cnc3c(NC=O)cc(-c4ccc(F)cc4)cn23)c1
#23 O=C(Nc1cccc(Br)c1)c1ccc2snnc2c1
#24 O=C(COc1cccnc1[N+](=O)[O-])N1CCc2ccccc2C1
Compound,19,20,21,22,23,24
Rpn11 inh,i,i,i,i,i,i
MT1-MMP act inh,6,1,-1,-1,4,-2
Rin1-Abl PPI inh,4,-2,0,-5,1,0
MsrA inhibitor,4.9*,4.2,-1.2,0.6,1.0,0.6
bovine MsrA act,-6,-6,-4,0,-4,0
MLLE-PAM2 inh,-2,19,7,-30,7,-14
FAS TE block,-10,-7,0,17,12,-1
eLon inh,-11,4,0,-16,12,2
CSN inh,0,-1,-3,2,2,1

#25 Cc1ccnc(NC(=O)c2cc3cc(F)ccc3s2)c1
#26 O=C(NCC(=O)N(Cc1ccccc1)C(C(=O)NCC1CCCO1)c1ccccc1)c1cccs1 (stereo not given)
#27 CCC(=O)c1c(NCCc2ccccc2)cc(C)oc1=O
#28 COc1ccccc1/C=C1\SC(=S)N(CCC(=O)NNC(=O)c2ccccc2O)C1=O
#29 COc1ccc(/C=N/Nc2nonc2N)cc1OC
#30 CCOC(=O)[C@@H]1[C@H]2COc3ccccc3[C@@H]2N2C(=O)N(c3cccc(Cl)c3)C(=O)[C@@]12C
Compound,25,26,27,28,29,30
Rpn11 inh,i,i,i,i,i,i
MT1-MMP act inh,-6,0,2,8,-1,-2
Rin1-Abl PPI inh,-4,-3,2,3,-1,3
MsrA inhibitor,0.4,0.4,0.5,·,3.9,0.0
bovine MsrA act,-3,-1,-8,-5,-2,-4
MLLE-PAM2 inh,3,-3,2,-14,-5,6
FAS TE block,7,-4,5,15,-9,22
eLon inh,2,-7,-6,-9,-9,-4
CSN inh,3,0,2,3,0,-3

#31 COc1ccc(C(=O)Nc2ccc(S(=O)(=O)N3CCCC3)cc2)cc1[N+](=O)[O-]
#32 Cc1ccc(S(=O)(=O)N2CCN(C(=O)CC(C)C)CC2)cc1
#33 C=CCN1C(=O)c2ccccc2C1(O)Cc1ccccc1 (stereo not given)
#34 O=C(COc1ccccc1)OCC(=O)c1ccc(S(=O)(=O)N2CCCCC2)cc1
#35 O=S(=O)(Nc1nc2ccccc2nc1N1CCN(c2ccccc2)CC1)c1ccc(F)cc1
#36 CCOP(=O)(OCC)/C(=N/OC(=O)c1ccc(Cl)cc1Cl)C(N)=O
Compound,31,32,33,34,35,36
Rpn11 inh,i,i,i,i,i,i
MT1-MMP act inh,3,-1,1,-7,-10,2
Rin1-Abl PPI inh,0,3,0,1,-4,-4
MsrA inhibitor,0.0,-0.2,0.2,-1.6,1.1,-0.9
bovine MsrA act,-2,-4,11*,0,-8,0
MLLE-PAM2 inh,-10,6,-6,-1,23,10
FAS TE block,15,-3,-5,25,16,-4
eLon inh,-7,-1,2,4,6,6
CSN inh,-1,3,-2,-1,-3,-2

#37 Nc1c(C(=O)N2CCOCC2)oc2ccccc12
#38 COc1ccc(NC(=O)Cn2nnc(C(=O)NCc3cccs3)c2N)c(OC)c1
#39 COC(=O)c1cn(NC(=O)Cc2cccc(C(F)(F)F)c2)c(=O)c2ccccc12
#40 CN(CCCCCCN(C)Cc1ccccc1O)Cc1ccccc1O
#41 CC(C)CNC(=S)NC1CC2CCCC(C1)N2Cc1ccco1 (stereo not given)
#42 CCn1nc(C)c(CNC(=O)c2cc(COc3cncc(Cl)c3)on2)c1C
Compound,37,38,39,40,41,42
Rpn11 inh,i,i,i,i,i,i
MT1-MMP act inh,-3,3,-1,-1,2,-2
Rin1-Abl PPI inh,0,0,-3,0,0,1
MsrA inhibitor,1.3,0.4,-0.8,-0.7,-0.4,-0.2
bovine MsrA act,-5,-9,-1,-6,-13,-3
MLLE-PAM2 inh,12,-6,11,6,-3,-14
FAS TE block,-5,-4,1,-3,-11,-7
eLon inh,2,-17,4,7,-6,1
CSN inh,-1,0,5,3,-3,0

#43 N#Cc1cccc(S(=O)(=O)NCC(=O)NCc2ccc3c(c2)OCO3)c1
#44 Cc1ccc(N(Cc2ccccc2)C(=O)c2cccc(F)c2)cc1
#45 CCOc1ccc(C2=Nn3c(nnc3-c3ccccc3)SC2)cc1Cl
#46 COc1ccc(-c2cc(C#N)nc(Cl)n2)cc1
#47 CC(=O)Nc1ccc(OCC(O)Cn2nc(C)nc2C)cc1 (stereo not given)
#48 COCCn1c(-c2ccc(OC)cc2)nc2ccccc21
Compound,43,44,45,46,47,48
Rpn11 inh,i,i,i,i,i,i
MT1-MMP act inh,2,-1,5,-1,2,-3
Rin1-Abl PPI inh,-1,1,0,-3,-3,3
MsrA inhibitor,-0.2,-0.7,-0.9,5.1*,0.2,-0.4
bovine MsrA act,3,0,1,1,0,-1
MLLE-PAM2 inh,22,-3,6,-8,4,11
FAS TE block,-3,17,2,34,-4,-3
eLon inh,-15,-3,2,-5,-8,-2
CSN inh,2,-1,2,0,-2,-2

5 records picked at random from the list so far:
#48 COCCn1c(-c2ccc(OC)cc2)nc2ccccc21
#43 N#Cc1cccc(S(=O)(=O)NCC(=O)NCc2ccc3c(c2)OCO3)c1
#47 CC(=O)Nc1ccc(OCC(O)Cn2nc(C)nc2C)cc1 (stereo not given)
#44 Cc1ccc(N(Cc2ccccc2)C(=O)c2cccc(F)c2)cc1
#46 COc1ccc(-c2cc(C#N)nc(Cl)n2)cc1
Compound,48,43,47,44,46
Rpn11 inh,i,i,i,i,i
MT1-MMP act inh,-3,2,2,-1,-1
Rin1-Abl PPI inh,3,-1,-3,1,-3
MsrA inhibitor,-0.4,-0.2,0.2,-0.7,5.1*
bovine MsrA act,-1,3,0,0,1
MLLE-PAM2 inh,11,22,4,-3,-8
FAS TE block,-3,-3,-4,17,34
eLon inh,-2,-15,-8,-3,-5
CSN inh,-2,2,-2,-1,0

Further entries follow:
#49 COc1nc(=O)n(C2C=CC(=O)O2)cc1F (stereo not given)
#50 CN(Cc1ccc(Cl)cc1Cl)C(=O)c1cccc(S(=O)(=O)NCc2ccccc2)c1
#51 O=C(Nc1ccccc1F)Nc1ccccc1F
#52 COC(=O)c1sc2nc(SCC(=O)N(C)c3ccccc3)n(N)c(=O)c2c1C
#53 CCSc1nnc(NC(=O)CSc2c(Cl)cccc2Cl)s1
#54 CN(C)CCCN=C(NO)c1ccc(Cl)cc1Cl
Compound,49,50,51,52,53,54
Rpn11 inh,i,i,i,i,i,i
MT1-MMP act inh,3,-1,-1,-1,-15,9
Rin1-Abl PPI inh,-3,2,-3,-3,-6,1
MsrA inhibitor,0.4,-0.5,0.0,0.7,-0.4,-1.1
bovine MsrA act,-5,-1,-3,-6,-2,-11
MLLE-PAM2 inh,8,-6,-7,-115,20,5
FAS TE block,-6,20,0,-5,10,-8
eLon inh,-13,-3,-2,-10,-2,3
CSN inh,-4,2,-6,4,-7,-1

#55 COc1ccc(-c2n[nH]c(C)c2-c2ccc(OC)c(OC)c2)c(O)c1
#56 Cc1ccc(SCC(=O)NC2CCS(=O)(=O)C2)cc1 (stereo not given)
#57 O=C(CSc1ccc(Br)cc1)NCC1(N2CCCCC2)CCCCC1
#58 CCc1ccc(-c2ccc3nnc(SC)n3n2)cc1
#59 Cc1ccc2ccc3ccc(C)nc3c2n1
#60 O=C(NNC(=O)c1cc(C(F)(F)F)cc(C(F)(F)F)c1)c1ccc(Cl)cc1
Compound,55,56,57,58,59,60
Rpn11 inh,i,i,i,i,i,i
MT1-MMP act inh,·,2,-3,7,0,1
Rin1-Abl PPI inh,-4,1,3,-1,-1,-1
MsrA inhibitor,0.1,1.0,0.3,-1.0,-1.3,0.8
bovine MsrA act,-9,-7,0,-4,-3,-6
MLLE-PAM2 inh,2,20,-5,-15,-14,10
FAS TE block,-17,1,-5,5,-4,6
eLon inh,-6,1,-8,-2,18,-14
CSN inh,2,-7,0,-2,-7,-4
